Screening data: PubChem BioAssay, several laboratories
KCNK3 block = human KCNK3 channel inhibition, primary screen | 0.84% of 340,000 active | CHO-KCNK3 thallium flux, FluxOR fluorescence; hits give low values | B-score at 10 µM | AID 602410;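 active = B-score under library mean minus 4 SD, starting fluorescence ratio at most library mean plus 5 SD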;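 note: more negative B-score means stronger inhibition of thallium flux through KCNK3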
TRPC4 potent = allosterically enhances the mouse TRPC4 cation channel. HEK293 TRPC4beta/mu-opioid, DAMGO EC20, Fluo-4 Ca2+ flux; hits give high values. AID 2227. B-score at 10 µM. 0.42% of 310,000 active;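 active = B-score of calcium response area above 5 SD of library B-scores, with initial fluorescence ratio within 5 SD of library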;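 note: B-score of integrated fluorescence ratio over time as area under calcium response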
KCNK9 inh = inhibitors of human KCNK9 two-pore domain potassium channel; Q9NPC2; HEK293 KCNK9, FluxOR thallium flux fluorescence; hits give low values; B-score at 10 µM; 1.2% of 310,000 active; AID 488922;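 active = ratio B-score over 3 SD below the library mean, with starting fluorescence within 5 SD of its mean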;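 note: negative B-score means less thallium flux so channel inhibition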
HDAC3 inhib = human HDAC3 inhibition; O15379; recombinant HDAC3, fluorogenic peptide/trypsin coupled, fluorescence; inhibition, % at 8.3 µM; 0.15% of 320,000 active; AID 2718; in the data active = inhibition above about 26%, passing the limit was not always enough; inconclusive = no clear call, values can overlap the other calls
Target sequence (O15379 whole entry, looked up): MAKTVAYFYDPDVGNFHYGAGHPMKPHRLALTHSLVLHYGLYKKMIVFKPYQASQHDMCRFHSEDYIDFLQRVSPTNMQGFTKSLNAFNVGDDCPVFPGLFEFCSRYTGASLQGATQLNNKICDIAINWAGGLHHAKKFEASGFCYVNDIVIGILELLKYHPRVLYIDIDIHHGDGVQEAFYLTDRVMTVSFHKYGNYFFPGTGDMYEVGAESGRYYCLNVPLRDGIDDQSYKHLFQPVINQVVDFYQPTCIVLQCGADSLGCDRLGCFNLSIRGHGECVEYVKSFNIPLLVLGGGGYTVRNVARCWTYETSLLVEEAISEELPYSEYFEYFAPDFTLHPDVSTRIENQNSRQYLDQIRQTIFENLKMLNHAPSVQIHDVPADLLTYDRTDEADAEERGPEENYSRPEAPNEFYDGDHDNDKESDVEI
ANO1 block = inhibitors of mouse TMEM16A calcium-activated chloride channel | Q8BHY3 | 1.2% of 310,000 active | normalized B-score (activity score, 25-100; higher = stronger inhibition) at 10 µM | HEK293 TMEM16A/YFP iodide influx fluorescence, ionomycin;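 active = ratio plate-corrected score three or more library SD toward inhibition, starting fluorescence score within five deviations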;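 note: score derived from kinetic fluorescence span divided by baseline fluorescence per well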
hERG rescue = hERG (human) protection from proarrhythmic block | Q12809 | CHO-hERG, FluxOR thallium flux, dofetilide IC70 present | activation (rescue from dofetilide block), less the hit threshold, % at 10 µM | 0.51% of 310,000 active | AID 1511;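 active = activation above the mean of controls blocked by dofetilide plus 5 SD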;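 note: thallium influx through hERG after potassium depolarization seen as dye fluorescence rise; in these data hits start at about 4.7%; inactives centre near -7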
ANO1 activ = activators or potentiators of mouse TMEM16A chloride channel | Q8BHY3 | HEK293 TMEM16A/YFP-H148Q/I152L, iodide quench fluorescence; hits give low values | B-score at 10 µM | 0.3% of 340,000 active | AID 623877;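 active = fluorescence-ratio B-score plate-corrected deviation score at least 3 library SD below zero, with starting fluorescence score within 5 deviations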;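 note: channel opened by trigger with iodide after compound preincubation; score built on the fluorescence ratio of max minus min over baseline; more negative score means more quench and so TMEM16A activation or potentiation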
KCNQ1 inh = human KCNQ1 channel inhibition. 1.3% of 310,000 active. P51787. B-score at 10 µM. AID 2642. CHO-K1 KCNQ1, FluxOR thallium flux fluorescence; hits give high values;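 active = compounds whose thallium flux B-score, printed positive for inhibition, exceeds three library SD while starting fluorescence stays within three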;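 note: channel opened by potassium depolarization with thallium stimulus after 20 min compound exposure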
Target sequence (P51787 whole entry, looked up): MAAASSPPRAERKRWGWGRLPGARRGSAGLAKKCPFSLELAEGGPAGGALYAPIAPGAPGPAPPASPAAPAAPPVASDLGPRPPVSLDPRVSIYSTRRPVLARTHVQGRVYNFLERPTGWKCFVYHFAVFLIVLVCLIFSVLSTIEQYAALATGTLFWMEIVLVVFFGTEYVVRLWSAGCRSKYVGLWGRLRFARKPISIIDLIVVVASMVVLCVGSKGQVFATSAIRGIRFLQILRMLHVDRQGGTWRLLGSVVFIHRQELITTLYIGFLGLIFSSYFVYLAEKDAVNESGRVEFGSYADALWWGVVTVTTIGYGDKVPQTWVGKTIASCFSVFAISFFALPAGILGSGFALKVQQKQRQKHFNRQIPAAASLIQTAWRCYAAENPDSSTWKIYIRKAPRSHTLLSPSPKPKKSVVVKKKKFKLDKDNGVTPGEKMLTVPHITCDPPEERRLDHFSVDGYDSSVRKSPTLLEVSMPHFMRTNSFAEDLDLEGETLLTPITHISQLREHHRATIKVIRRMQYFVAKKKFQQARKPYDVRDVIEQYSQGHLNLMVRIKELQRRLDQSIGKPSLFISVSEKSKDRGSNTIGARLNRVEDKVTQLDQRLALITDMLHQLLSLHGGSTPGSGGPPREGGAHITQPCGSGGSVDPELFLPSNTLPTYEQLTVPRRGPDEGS
Dyrk1A ADPGlo = inhibitors of rat Dyrk1A kinase. Q63470. ADP-Glo luminescence, NFATc1 peptide. inhibition, % at 12.5 µM. 0.43% of 310,000 active. AID 504441; in the data active = inhibition above about 50%;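 note: plate controls were vehicle with enzyme for no effect and no enzyme for full effect; many of its hits are not listed in these tables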
KCNQ1 act = potentiates or activates the human KCNQ1 potassium channel; B-score at 10 µM; CHO-K1 KCNQ1, thallium flux FluxOR fluorescence; hits give high values; 0.35% of 310,000 active; P51787;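 active = fluorescence ratio B-score, a plate-corrected score, at least three library SD, with initial intensity B-score within 5 SD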
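assay system = KCNQ1-transfected CHO-K1 cells | medium = assay buffer with matched DMSO | probe or stimulus = depolarizing K+/Tl+ stimulus, K2SO4 and Tl2SO4 each 12.5 mM in 5x stock | dosing = single dose | incubation = dye 90 min, compound 20 min, room temperature | detection = kinetic FluxOR fluorescence, 10 s baseline plus 110 s post-stimulus | evaluation = ratio B score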
TRPC4 agonist = activators of mouse TRPC4 channel. HEK293 TRPC4beta/mu-opioid, Fluo4 calcium fluorescence; hits give high values. B-score at 10 µM. 0.49% of 310,000 active;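 active = B-score above 5 SD of library B-scores, and initial fluorescence ratio not above library mean plus 5 SD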;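 note: positive B-score marks a calcium rise read as TRPC4 activation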
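Assay system: HEK293 cells stably co-expressing mouse TRPC4beta and mu-opioid receptor / Timing: Fluo4 dye loading 45 min at room temperature, 110 s recording / Signal: Fluo4 calcium-sensitive dye fluorescence, kinetic, 1 Hz baseline / Read-out: integrated baseline-normalised fluorescence ratio, converted to per-well B score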
An asterisk follows results filed as active; i = inactive; ? = inconclusive; / = not tested or not shown. Only part of the results is shown (hit frequency here may not be typical).

SMILES | KCNK3 block | TRPC4 potent | KCNK9 inh | HDAC3 inhib | ANO1 block | hERG rescue | ANO1 activ | KCNQ1 inh | Dyrk1A ADPGlo | KCNQ1 act | TRPC4 agonist
CCOC(=O)c1ccc(NC(=O)CN2CCc3ccccc3C2)cc1 | i | i | i | 12 | i | -5 | i | i | 1 | i | i
CCc1nnc(NC(=O)C(CC)c2ccccc2)s1 (configuration not stated) | i | i | i | -1 | i | -12 | i | i | 1 | i | i
COC(=O)c1ccc(N2CCN(C(=O)C3CC3)CC2)c([N+](=O)[O-])c1 | i | i | i | -6 | i | -3 | i | i | -3 | i | i
COc1ccc(NC(=O)c2cccc(S(=O)(=O)N3CCc4ccccc43)c2)cn1 | i | i | i | -17 | 25* | -9 | i | i | -1 | i | i
CCCC(=O)N1CCC(O)(c2cccc(F)c2)CC1 | i | i | i | 1 | i | -8 | i | i | -4 | i | i
O=C(Nc1cccn2ncnc12)c1ccc(Cl)cc1 | i | i | i | 5 | i | -8 | i | i | 7 | i | i
Cc1ccc(NC(=O)c2nnn(-c3cc(C)cc(C)c3)c2N)cc1 | i | i | i | 3 | i | -8 | i | i | -4 | i | i
CN(C(=O)Nc1ccccc1)C1CCS(=O)(=O)C1 (configuration not stated) | i | i | i | -4 | i | -8 | i | i | -4 | i | i
COc1ccc(/C=c2\s/c(=C\C(=O)C(C)(C)C)[nH]c2=O)cc1O | i | i | i | / | i | -8 | i | i | 64* | i | i
CN(C)/C=C(/C#N)C(=O)c1cccc(Oc2ccc(C(C)(C)C)cc2)c1 | i | i | i | -5 | i | -11 | i | i | -4 | i | i
O/N=C/c1ccnc(SCc2ccccc2)n1 | i | i | i | ? | i | -16 | i | i | / | i | i
O=[N+]([O-])c1cc(Cl)cc(/C=N/NC(=S)Nc2cc(S(=O)(=O)N3CCOCC3)ccc2Cl)c1O | i | i | i | -2 | 100* | -7 | i | i | 25 | i | i
COCCNC(=O)CSc1n[nH]c(=O)n1CCc1ccccc1 | i | i | i | 2 | i | -2 | i | i | -2 | i | i
CCCC(c1nnnn1C(C)(C)CC)N(Cc1ccco1)Cc1cc2ccc(OC)cc2[nH]c1=O (configuration not stated) | i | i | -6.8* | / | / | -10 | i | i | 3 | i | i
Cc1cc(C(=O)NCc2cccs2)cs1 | i | i | i | 9 | i | -7 | i | i | -7 | i | i
COc1ccc(C(=O)Nc2nnc(C(F)(F)F)s2)cc1 | i | i | i | 0 | i | -5 | / | i | -2 | i | i
O=C(COC(=O)Cc1cccs1)Nc1ccc(OC(F)(F)F)cc1 | i | i | i | 11 | i | -12 | i | i | -2 | i | i
CCSc1ccc(C(=O)NCC(=O)O)cc1 | i | i | i | 1 | i | -1 | i | i | 1 | i | i
CC1CCN(C(=O)CSc2nnc(CNC(=O)c3ccc(F)cc3)o2)CC1 | i | i | i | 1 | i | -12 | i | i | -5 | i | i
COCCN=C1N[C@@H](c2cccc(C(F)(F)F)c2)C(C(=O)OC)=C(C)N1Cc1ccccc1 | i | i | i | -15 | i | -13 | i | i | 57* | i | i
O=C(Nc1ccc(F)cc1)C1CC(=O)n2cnnc2N1 (configuration not stated) | i | i | i | -1 | i | -4 | i | i | 1 | i | i
Cc1nc2scc(C)n2c(=O)c1S(=O)(=O)N1CCN(c2ccc([N+](=O)[O-])cc2)CC1 | i | i | i | 0 | i | -8 | i | i | -9 | i | i
O=S(=O)(CCN(CCS(=O)(=O)C(F)(F)F)CC1CCCO1)C(F)(F)F (configuration not stated) | i | i | i | -6 | i | -16 | i | i | 30 | i | i
OCCN(CCO)c1ncnc2c1sc1nc(N3CCOCC3)c3c(c12)CCCC3 | i | 15* | i | 1 | i | -24 | i | i | 15 | i | i
CCOc1ccccc1NC(=O)C(OC(=O)c1ccc(NC(=O)CC#N)cc1)c1ccccc1 (configuration not stated) | -10* | i | i | 11 | i | -26 | i | 8* | 2 | i | i
CC1=NN(CCc2ccccn2)C(=O)CC1 | i | i | i | -4 | i | -8 | i | i | -3 | i | i
COC(=O)[C@H](Cc1c[nH]c2ccccc12)NC(=O)NCc1ccccc1 | i | i | i | -6 | i | -3 | i | i | 5 | i | i
Fc1cc2ncn(Cc3ccccc3)c2cc1F | i | i | i | -5 | i | -8 | i | i | 6 | i | i
CN1CCc2nc3ccccc3c(C(=O)OCC(=O)N(CCC#N)c3ccccc3)c2C1 | i | i | i | -5 | i | -14 | i | i | / | i | i
O=C(N/N=C/c1ccoc1)c1ccc(Cl)cc1Cl | i | i | i | 6 | i | -7 | i | i | -6 | i | i
CCOC(=O)c1cn(CC)c2cc(N3CCSCC3)c(F)cc2c1=O | i | i | i | -6 | i | -3 | i | i | 1 | i | i
Cn1cc(CCC(=O)NCc2ccc3c(c2)OCO3)c2ccccc21 | i | i | i | 1 | i | -12 | i | i | 9 | i | i
Cc1ccc(-c2csc3ncnc(N4CCN(C(=O)c5ccccc5)CC4)c23)cc1 | i | i | i | 1 | i | -22 | i | i | 1 | i | i
CC(NCCN(C)C)C(=O)C12CC3CC(CC(C3)C1)C2 (configuration not stated) | i | i | i | 11 | i | -12 | i | i | -5 | i | i
COc1cc(C(=O)Nc2cc(Cl)ccc2-n2cncn2)ccc1OC(F)F | i | i | i | -3 | i | -11 | i | i | -2 | i | i
CN1CCN(NC(=S)NC(C)(C)CC(C)(C)C)CC1 | i | i | i | -7 | i | -12 | i | i | 2 | i | i
COCCN(Cc1cn(C)nc1-c1ccccc1F)C(C)C | i | i | i | 0 | i | -3 | i | i | 2 | i | i
Cc1ccccc1CSc1nnc(-c2cccs2)n1Cc1ccco1 | i | i | i | 9 | i | -20 | i | i | 3 | i | i
CCC(=O)N1CCN(c2ccccc2NC(=O)c2ccc(-c3cccc([N+](=O)[O-])c3)o2)CC1 | i | i | i | 6 | i | -9 | i | i | 1 | i | i
Cc1ccc2c(Cl)cc(Cl)c(OCC(=O)NC(=O)NCc3ccco3)c2n1 | i | i | i | -1 | i | -18 | i | i | -3 | i | i
COc1ccc(CNc2ncc(-c3ccc(Br)cc3)n2C)cc1OC | i | i | i | / | / | -7 | i | i | 8 | i | i
N#Cc1cnc(SCC(=O)c2ccccc2)nc1N | i | i | i | 2 | i | -4 | i | i | 5 | i | i
C[C@H]1CCC(=O)N([C@H](CN=[N+]=[N-])Cc2ccccc2)CC1 | i | i | i | -4 | i | -3 | i | i | / | i | i
N#C/C(=C\c1cc([N+](=O)[O-])ccc1Cl)C(N)=O | i | i | i | -5 | i | -14 | i | i | 0 | i | i
O=C(NCc1ccccc1)c1cccc(COc2ccc(Cl)cc2)c1 | i | i | i | -5 | 25* | -7 | i | i | -5 | i | i
CN(c1ccc(C(=O)Nc2ccccc2C(F)(F)F)cc1)S(C)(=O)=O | i | i | i | 4 | i | -10 | i | i | 5 | i | i
CC1(C)CC(=O)C2=C(C1)c1c(ccc3ccccc13)NC2c1ccco1 (configuration not stated) | i | i | i | -4 | i | -4 | i | i | 3 | i | i
Cc1ccc(NC(=O)c2ccc(NCCN)c([N+](=O)[O-])c2)cc1 | i | i | i | -6 | i | -12 | i | i | -3 | i | i

The final six records of the section before come first, to join the parts.
SMILES | KCNK3 block | TRPC4 potent | KCNK9 inh | HDAC3 inhib | ANO1 block | hERG rescue | ANO1 activ | KCNQ1 inh | Dyrk1A ADPGlo | KCNQ1 act | TRPC4 agonist
C[C@H]1CCC(=O)N([C@H](CN=[N+]=[N-])Cc2ccccc2)CC1 | i | i | i | -4 | i | -3 | i | i | / | i | i
N#C/C(=C\c1cc([N+](=O)[O-])ccc1Cl)C(N)=O | i | i | i | -5 | i | -14 | i | i | 0 | i | i
O=C(NCc1ccccc1)c1cccc(COc2ccc(Cl)cc2)c1 | i | i | i | -5 | 25* | -7 | i | i | -5 | i | i
CN(c1ccc(C(=O)Nc2ccccc2C(F)(F)F)cc1)S(C)(=O)=O | i | i | i | 4 | i | -10 | i | i | 5 | i | i
CC1(C)CC(=O)C2=C(C1)c1c(ccc3ccccc13)NC2c1ccco1 (configuration not stated) | i | i | i | -4 | i | -4 | i | i | 3 | i | i
Cc1ccc(NC(=O)c2ccc(NCCN)c([N+](=O)[O-])c2)cc1 | i | i | i | -6 | i | -12 | i | i | -3 | i | i
OCC1(Cc2ccccc2)CCN(Cc2ccccn2)CC1 | i | i | i | 0 | i | -13 | i | i | -3 | i | i
COc1ccc(Cn2cccc(NC(=O)Nc3cccc(C#N)c3)c2=O)cc1 | i | i | i | -3 | i | -10 | i | i | 2 | i | i
CCc1ccccc1Nc1nc(N)nc(COC(=O)CCS(=O)(=O)c2ccccc2)n1 | i | i | i | -3 | i | -11 | i | i | 3 | i | i
Clc1cccc(-c2ccnc3nc(-n4cccc4)nn23)c1 | i | i | i | -3 | i | -7 | i | i | -3 | i | i
CCOC(=O)c1ccc2c(c1)nc(-c1ccccn1)n2CC | i | i | i | 1 | i | -1 | i | i | 0 | i | i
COc1ccc(OC)c(NC(=O)CCCN2C(=S)NC(C)(C)CC2C)c1 (configuration not stated) | i | i | i | -1 | i | -2 | i | i | 6 | i | i
Cn1cc([N+](=O)[O-])c(C(=O)N2CCN(Cc3ccc4c(c3)OCO4)CC2)n1 | i | i | i | 2 | i | -7 | i | i | / | i | i
COc1ccc(-c2csc(Nc3cccnc3)n2)cc1 | i | i | i | 2 | i | -7 | i | i | 4 | i | i
CCn1cc(C(c2ccccc2)C(C(C)=O)[N+](=O)[O-])c2ccccc21 (configuration not stated) | i | i | i | 11 | i | -6 | i | i | -2 | i | i
COc1ccc(NC(=O)c2c(NC(=O)CNCc3ccco3)sc3c2CCC3)c(OC)c1 | i | i | i | -6 | i | -11 | i | 7* | -3 | i | i
O=C(CN(Cc1ccccc1)C(=O)CNS(=O)(=O)c1ccccc1)NCc1ccco1 | i | i | i | 1 | i | -4 | i | i | -7 | i | i
Fc1ccccc1NC(=S)N1CCOCC1 | i | i | i | -1 | i | -4 | i | i | 3 | i | i
O=c1c2c(-c3ccccc3)csc2ncn1/N=C/c1ccc(O)c([N+](=O)[O-])c1 | i | i | i | 14 | i | -15 | i | i | 10 | i | i
